# From PubChem BioAssay
# H9c2 protect: protects H9c2 cardiomyocytes from peroxide injury; H2O2 injury protection, ATPLite, 2 h; protection from H2O2 cell death, % at 20 µM; actives 0.63% (n = 360,000); AID 588492;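 active = compounds giving at least 50% protection of heart cells from peroxide-induced death in the single-dose screen, raw or plate-pattern-corrected value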;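 also: 0% = DMSO wells with peroxide and 100% = DMSO wells without peroxide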
# MC4R ag barr: agonists of human melanocortin 4 receptor (MC4R) beta-arrestin; U2OS MC4R beta-arrestin complementation, luminescence; percent of melanotan II response, DMSO zero; actives 0.98% (n = 360,000); activation, % at 8.9 µM; AID 540308; P32245;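 active = activation above a per-plate cutoff, the mean activation of sample wells on that plate plus 3 SD, cut at about 8% in these data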
# MC4R antag cAMP: antagonists of human melanocortin 4 receptor (MC4R); P32245; MC4R-expressing cells, MTII-stimulated cAMP, LANCE TR-FRET; inhibition, % at 6.5 µM; actives 0.48% (n = 360,000);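 active = inhibition above its plate's cutoff, the mean of tested wells on that plate plus 3 SD, cut at about 29% in these data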;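 also: 0% = Melanotan II alone and 100% = Melanotan II plus saturating MCL0020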
#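 System: U2OS cells stably expressing human melanocortin 4 receptor (MC4R). Reagent: Melanotan II challenge after compound preincubation. Doses: 6.5 µM. Times: 30-min compound, 1-h challenge, 1-h detection, room temperature. Measured by: TR-FRET with Eu-cAMP and labeled anti-cAMP, 671 nm. Replicates: singlicate.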
# m5-HT2A agonist: mouse HTR2A agonism via beta-arrestin recruitment | CHO-K1 mHTR2A beta-arrestin complementation, luminescence; percent of 30 µM serotonin response | actives 0.66% (n = 360,000) | activation, % at 7.6 µM | AID 624169;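 active = activation above a run cutoff, the mean activation of all tested compounds plus 3 SD, cut at about 14% in these data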;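 also: 0% = plate median of compound wells and 100% = 30 µM serotonin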
# CaV13 FRET inh: Disruptors of the CACNA1D IQ motif to Ca2+-dependent inactivation inhibitor domain association, primary screening, Förster resonance energy transfer in intact living … | HEK cells, CFP/YFP FRET ICDI-IQ, plate reader, 10 min; percent FRET-ratio fall versus neutral wells | inhibition, % at 12.3 µM | actives 0.098% (n = 340,000) | AID 743397;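 active = mean replicate inhibition of at least 30% and at least 1% of replicates passing that level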;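 also: 0% = median of the neutral control wells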
# Glyco luc inh: N-linked glycosylation inhibition; D54 ERlucT glycosylation luciferase reporter, 24 h; percent of 100 nM tunicamycin response; reporter increase, % at 12.5 µM; actives 0.23% (n = 360,000); AID 588692;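 active = mean luciferase reporter signal, scaled so untreated is 0 and the glycosylation-blocking control 100, at or above a set limit in every replicate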;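 also: luciferase carries N-glycosylation sites so blocking glycosylation raises the light; 0% = median of neutral control wells and 100% = median of 100 nM tunicamycin wells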
# ABCB6 inh MLPCN: blocks the human ABCB6 transporter; Q9NP58; K562-ABCB6 porphyrin accumulation, flow cytometry, 1 h; active compounds read low; fluorescence ratio to DMSO, % at 10 µM; actives 0.19% (n = 360,000);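 active = fluorescence ratio to DMSO below 75%, the collection mean minus 3 SD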;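 also: signal is porphyrin accumulated inside mitochondria; 100% equals median channel fluorescence of DMSO control wells; lower ratio means ABCB6 inhibition with less porphyrin fluorescence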
# Target sequence (Q9NP58 whole entry, looked up): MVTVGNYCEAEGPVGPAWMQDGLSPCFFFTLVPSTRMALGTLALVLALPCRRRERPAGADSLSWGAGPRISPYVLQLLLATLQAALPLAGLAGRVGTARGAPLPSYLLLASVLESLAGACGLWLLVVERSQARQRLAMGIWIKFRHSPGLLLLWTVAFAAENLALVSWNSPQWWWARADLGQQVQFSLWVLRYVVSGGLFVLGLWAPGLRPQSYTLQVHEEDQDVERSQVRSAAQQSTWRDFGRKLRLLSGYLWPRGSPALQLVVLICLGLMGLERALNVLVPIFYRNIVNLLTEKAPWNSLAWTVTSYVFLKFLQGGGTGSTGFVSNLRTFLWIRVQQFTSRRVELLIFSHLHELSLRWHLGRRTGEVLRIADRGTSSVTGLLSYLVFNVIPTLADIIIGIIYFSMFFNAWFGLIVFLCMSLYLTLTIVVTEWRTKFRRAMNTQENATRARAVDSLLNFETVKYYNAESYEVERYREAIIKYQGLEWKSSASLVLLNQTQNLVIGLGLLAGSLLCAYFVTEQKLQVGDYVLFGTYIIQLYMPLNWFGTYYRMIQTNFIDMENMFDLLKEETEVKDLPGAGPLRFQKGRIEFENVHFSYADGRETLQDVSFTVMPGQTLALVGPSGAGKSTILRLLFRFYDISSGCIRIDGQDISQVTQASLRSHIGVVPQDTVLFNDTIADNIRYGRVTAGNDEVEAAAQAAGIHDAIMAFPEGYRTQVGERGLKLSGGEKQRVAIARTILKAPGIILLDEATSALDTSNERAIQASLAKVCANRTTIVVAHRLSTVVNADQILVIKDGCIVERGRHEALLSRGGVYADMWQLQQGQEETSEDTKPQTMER
# aDG glyco up: alpha-DG glycosylation activation. activation, % at 10 µM. Pro5-aDG cells, alpha-DG glycosylation AlphaScreen (IIH6); 0% Pro5, 100% B10-LARGE cell signal. actives 0.22% (n = 360,000);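 active = activation of at least 8% versus controls, or a plate z-score of at least 8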;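 also: Pro5 are CHO cells carrying HIG-tagged alpha-DG that lacks glycosylation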
# PDI inh: blocks human protein disulfide isomerase activity; AID 588391; actives 0.052% (n = 350,000); inhibition, % at 10 µM; PDI insulin aggregation turbidity, A650, 90 min; P07237;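 active = mean inhibition across replicates of 30% or more, whatever share of single replicates reach that level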;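 also: absorbance from insulin aggregation driven by PDI reduction with DTT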
# Vif inh: blocks HIV Vif function. HEK293T cells, Vif self-association by quenched fluorescence, imaging, 24 h. inhibition, % at 7.49 µM. actives 0.35% (n = 340,000); in the data active = inhibition above about 50%, passing the limit was not always enough; also: some results filed as inactive read as strong as hits
# Starred values were filed as active, the others as inactive; x = not tested or not shown. This is a random part of the collection; about 3.6% have a hit in one of these screens.
SMILES,H9c2 protect,MC4R ag barr,MC4R antag cAMP,m5-HT2A agonist,CaV13 FRET inh,Glyco luc inh,ABCB6 inh MLPCN,aDG glyco up,PDI inh,Vif inh
COC(=O)c1cn(C(=O)/C=C/c2ccc(OC)c(OC)c2)c2ccccc12,39,-0.3,23,-3,-4,36*,101,-0.3,-9,5
COc1cc(C(=O)NC(CCSC)C(=O)OCC(=O)NC(=O)C2CCCCC2)cc(OC)c1OC (stereo not drawn),10,-0.3,6,0,-2,2,97,-0.2,2,2
Cc1ccc(F)cc1C(=O)N1CCCC(C)(C(=O)NS(=O)(=O)C2CC2)C1 (stereo not drawn),2,-2.3,4,-3,-6,2,100,0.0,-7,5
CCOC(=O)/C(C#N)=C\c1ccc(CC)s1,-10,-0.4,21,4,-6,-1,109,0.3,-5,x
CCS(=O)(=O)N1Cc2ccccc2CC1C(=O)Nc1nc2ccc(F)cc2s1 (stereo not drawn),-3,0.6,5,-3,-5,-9,100,-0.2,5,0
CC(C)(C)NC(=O)c1ccc2c(c1)N(CC(=O)N1CCCC1)C(=O)C(C)(C)O2,7,1.4,1,7,-2,1,101,0.0,4,-2
CCN(C(=O)CN1C(=O)CN(C)C1=O)c1cccc2ccccc12,0,-1.4,2,0,-6,-2,97,0.0,-5,-9
Brc1ccc(CNc2nc3ccccc3n2CCN2CCCCC2)cc1,-5,0.3,16,-3,-5,-6,95,0.6,-2,9
COc1ccc(S(=O)(=O)n2cccc2)c(OC)c1,-2,-0.8,-1,8,-4,0,95,0.0,-4,5
COc1ccc(Br)cc1/C=N/Nc1ccc(Cl)c(C(=O)O)c1,0,0.8,5,7,-3,2,97,-0.4,1,-16
Cc1cc(C(=O)N/N=C/c2ccc(N(C)C)o2)cs1,14,-2.3,7,8,-6,0,104,-0.3,2,-1
COc1ccc(C(N)c2csc(Nc3ccc(C(=O)NCCCO)cn3)n2)cc1 (stereo not drawn),2,0.1,4,8,-6,0,98,-0.2,11,2
CCCCN(C(=O)c1cc(S(=O)(=O)N2CCOCC2)ccc1F)c1c(N)n(CCCC)c(=O)[nH]c1=O,0,-3.1,-3,2,-2,2,102,-0.1,-5,4
Cc1cccc(NC(=O)c2ccccc2OCC(=O)c2ccc(F)cc2)c1,8,-1.1,10,2,-5,-1,102,0.0,-7,-7
N=c1c2c3c(sc2ncn1N)CCCCC3,0,-1.4,1,-2,-7,-4,97,-0.3,4,2
Cc1ccc(NC(=O)CSc2nnc(-c3ccncc3)s2)cc1,-3,-2.3,6,6,-3,-2,97,0.0,2,12
O=C1CSC(c2cccnc2)N1c1ccc(F)cc1 (stereo not drawn),4,-1.4,7,3,-4,3,91,-0.3,-11,2
COc1ccc(C2C(CC(=O)O)=C(O)C(=O)N2c2ccccc2)cc1 (stereo not drawn),0,-2.7,2,1,-5,0,100,0.3,1,-13
O=C(c1cc(-c2ccco2)on1)N1CCOCC1,6,0.0,-1,1,-7,0,102,0.1,0,0
CN(C)CCCNc1ccc(-c2nn(C)c(=O)c3ccccc23)cc1[N+](=O)[O-],18,-3.5,4,-3,-3,-1,109,-0.2,7,-3
COc1ccc(NC(=O)c2onc(C)c2Cl)cc1OC,-31,1.0,0,8,-6,2,103,-0.1,-2,31
CCOP(=O)(OCC)C(C#N)=C1SCN(c2ccccc2)CS1,13,-1.5,1,-3,-3,-1,91,-0.4,-11,0
CC(C)Oc1ccc(/C=N/NC(=O)c2nnn(-c3nonc3N)c2CN(C)c2ccccc2)cc1,-2,-3.5,4,1,-7,-1,81,-0.3,-7,5
O=C(N/N=C/c1ccc(Cl)cc1Cl)c1ccc(-n2cnnn2)cc1,-6,-0.8,8,-3,-6,1,97,0.0,15,13
O=C(c1ccc(COc2ccccc2[N+](=O)[O-])o1)N1CCCCCC1,-14,-0.9,-1,-7,-5,-2,96,0.7,-3,-10
SMILES,H9c2 protect,MC4R ag barr,MC4R antag cAMP,m5-HT2A agonist,CaV13 FRET inh,Glyco luc inh,ABCB6 inh MLPCN,aDG glyco up,PDI inh,Vif inh
COCC(=O)N1CCC(Oc2ccc(C(=O)N(C)Cc3nccs3)cc2)CC1,0,-3.3,-3,1,-2,0,101,0.0,-1,3
Cc1ccnc(NC(=O)CNC(=O)c2ccccc2)c1,-2,-3.4,-6,10,-6,-2,96,-0.1,0,-3
CCCCn1nnnc1C(c1cc2ccccc2o1)N1CCCC1 (stereo not drawn),x,x,x,-5,-5,x,97,2.9,x,x
CCCc1nc2oc3c(Cl)ncnc3c2c2c1CCCC2,-5,-0.6,18,-2,-5,-1,102,0.0,0,-4
OC[C@@H](O)C1OC2NC(=S)OC2C1O (stereo partly drawn),6,-0.8,10,0,1,-1,99,0.0,4,-9
CC(=O)N1CCc2cc(C(=O)CN3CCC(C)CC3)ccc21,9,-0.9,1,2,-3,-1,101,-0.2,x,-6
FC(F)(F)c1ccccc1Cc1c(C2CCCCC2)nc2ccc(Cl)cn12,-4,x,x,1,-10,-2,97,0.3,x,x
COc1ccc(CC(N)c2csc(Nc3ccc(C(C)=O)cc3)n2)cc1 (stereo not drawn),0,2.8,5,4,-5,2,102,1.0,-3,2
O=C(CCN1CCN(Cc2ccccc2)CC1)NNC(=O)c1cc2ccccc2o1,2,1.2,11,-8,-18,0,100,0.4,-4,-2
Cc1c(N)cc(S(=O)(=O)O)cc1NC(=O)c1cccc([N+](=O)[O-])c1,-1,0.0,-8,3,-5,1,97,-0.2,-7,-2
COc1ccc(N2CCN(C(=O)c3cc(S(=O)(=O)N4CCCCCC4)ccc3OC)CC2)cc1,-5,-0.9,19,-6,-6,-3,100,0.1,10,-2
CCOC(=O)C1(C)CCCN1C(=O)c1ccc2ccccc2c1 (stereo not drawn),-4,-0.4,15,1,-6,0,96,0.6,1,-11
COc1ccc(OC)c(-c2csc(N(CC3CCCO3)C(=O)C3CCCCC3)n2)c1 (stereo not drawn),-6,-1.3,8,-7,-5,0,97,0.1,-3,14
O=C(NCCC1=CCCCC1)C1CCCN(S(=O)(=O)c2ccccc2)C1 (stereo not drawn),-4,-1.2,22,-4,-3,-2,95,0.6,0,9
Cc1ccc(NC(=O)c2ccccc2F)nc1,-6,-0.8,-5,4,-6,-7,102,0.0,-5,13
CC1CCC/C(=N\NC(=S)Nc2ccccc2)C1 (stereo not drawn),4,-2.5,14,-6,-5,1,102,0.0,-7,11
COc1ccc(OC2C(=O)N(Cc3ccc4c(c3)OCO4)C2c2sccc2C)cc1 (stereo not drawn),-9,2.1,9,2,-7,-7,87,-0.1,-1,x
CC(=O)Nc1cccc(-c2csc(Nc3ccc(C)cn3)n2)c1,-20,2.2,-7,3,-15,-13,100,1.8,-41,11
CCCCN(CC)CCCNC(=O)C1CCN(c2ncnc3c2sc2cccc(F)c23)CC1,1,-2.2,0,0,-5,9,97,1.1,-42,-5
CN1CCN(c2ccc(NC(=S)NC(=O)c3cccc4c(Br)cccc34)cc2)CC1,2,-1.8,13,-13,-7,-1,101,2.0,1,2
C[C@@]12C(=O)N(c3ccccc3)C(=O)N1[C@@H]1c3ccccc3OC[C@@H]1[C@H]2c1ccccc1,47,-0.3,14,6,-6,-4,98,-0.1,0,-5
COc1ccc(C2C(C)C(=O)C(C)C(c3ccc(OC)cc3)N2N=O)cc1 (stereo not drawn),2,-1.2,5,0,-6,-3,79,-0.2,9,-6
COc1ccc(NS(=O)(=O)c2ccc3c(c2)Cc2ccccc2-3)cn1,-16,5.1,2,11,-6,-2,97,0.5,2,-9
CCOC(=O)c1cccc(NC(=O)/C=C/c2ccc([N+](=O)[O-])cc2)c1,-4,2.9,10,3,x,-2,96,0.2,0,-5
N#Cc1c2nc3ccccc3nc2n2cc(NC(=O)c3ccc(F)cc3)ccc12,34,0.5,0,-2,-5,-8,430,-0.1,-9,-28
SMILES,H9c2 protect,MC4R ag barr,MC4R antag cAMP,m5-HT2A agonist,CaV13 FRET inh,Glyco luc inh,ABCB6 inh MLPCN,aDG glyco up,PDI inh,Vif inh
CCCC(=O)Nc1ccc2c(c1)nc(CCNC(=O)c1ccco1)n2C,10,-0.8,5,1,-5,-3,101,0.1,8,-3
O=C(COC(=O)Cc1ccc(S(=O)(=O)N2CCOCC2)s1)Nc1ccc(F)cc1F,-3,-3.2,24,-1,-3,3,98,-0.3,1,-4
c1ccc(C2CC(c3cccs3)n3nnnc3N2)cc1 (stereo not drawn),5,0.0,12,3,-5,1,98,0.1,-1,-12
Cc1ccccc1C1=N/C(=C/c2cccs2)C(=O)O1,-1,1.9,0,1,-4,4,107,-0.3,-14,4
O=C(O)Cc1nc2nc3c(c(=O)n2[nH]1)CCCC3,-2,-0.8,-2,-2,-5,1,100,0.3,-2,-11
O=C(CCCN1C(=O)/C(=C\c2cccc(Br)c2)SC1=S)Nc1cccnc1,-20,0.9,4,2,-7,-3,99,-0.3,2,-11
CCc1cccc(CC)c1NC(=O)C(CC)Sc1nc2ccsc2c(=O)n1CCC(=O)O (stereo not drawn),4,-0.1,7,4,-11,0,94,0.0,0,2
CCc1ccc(-c2nn(-c3cc(Cl)ccc3[N+](=O)[O-])c(=O)c3ccccc23)cc1,-1,-1.1,0,4,-2,-1,101,0.0,9,-1
CN(C)C(=O)C1C2NC(=S)N(c3ccc(Cl)cc3)C1(C)Oc1ccc(Cl)cc12 (stereo not drawn),41,0.2,1,4,-3,2,88,0.3,0,-2
CC1(C(=O)NCCc2c[nH]c3ccccc23)CCN1Cc1ccccc1OC(F)F (stereo not drawn),-1,1.2,12,3,-11,-12,100,0.6,6,-11
Cc1cccc(NC(=O)c2cc(=O)c3ccccc3o2)n1,13,-2.3,-2,-1,-5,2,93,-0.3,17,-2
COc1ccccc1CCNC(=O)c1ccc(NC(=O)CC2SC(N3CCCC3)=NC2=O)cc1 (stereo not drawn),6,-4.5,14,-12,-7,0,100,0.5,-8,x
CC(=O)[C@@]1(O)[C@H](C)CC2C3CC=C4CC(OP(=O)(O)O)CC[C@]4(C)C3CC[C@@]21C (stereo partly drawn),-2,0.0,11,3,-20,1,100,-0.1,9,8
CCCCCCc1ccc(N2C[C@H](Cc3ccccc3)[C@@H](CC(=O)NCc3ccc(OC)cc3)C2=O)cc1,-15,-0.7,21,8,-4,-5,101,1.0,0,-9

# Arranged by molecular weight (descending): some entries from above
SMILES,H9c2 protect,MC4R ag barr,MC4R antag cAMP,m5-HT2A agonist,CaV13 FRET inh,Glyco luc inh,ABCB6 inh MLPCN,aDG glyco up,PDI inh,Vif inh
CCCCCCc1ccc(N2C[C@H](Cc3ccccc3)[C@@H](CC(=O)NCc3ccc(OC)cc3)C2=O)cc1,-15,-0.7,21,8,-4,-5,101,1.0,0,-9
O=C(CCCN1C(=O)/C(=C\c2cccc(Br)c2)SC1=S)Nc1cccnc1,-20,0.9,4,2,-7,-3,99,-0.3,2,-11
CN(C)C(=O)C1C2NC(=S)N(c3ccc(Cl)cc3)C1(C)Oc1ccc(Cl)cc12 (stereo not drawn),41,0.2,1,4,-3,2,88,0.3,0,-2
CCCC(=O)Nc1ccc2c(c1)nc(CCNC(=O)c1ccco1)n2C,10,-0.8,5,1,-5,-3,101,0.1,8,-3
